S1P1 ag-PAM: agonists and agonism potentiators of human S1P1 receptor. P21453. S1P1 CRE-bla cells, forskolin, beta-lactamase FRET, potentiator mode; S1P1 agonist co-added at EC20, 2 nM; 100% = saturating reference agonist, 0% = basal. activation, % at 9.5 µM. 56,000 tested, 0.57% active. AID 449;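 active means activation above a cutoff set at the mean activation of all tested compounds plus 3 SD, cut at about 54% in these data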;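 further: forskolin at 4 µM as EC80 and the EC20 agonist is SEW2871; 100% = SEW2871 at its EC100 plus forskolin at EC80; some compounds past the cut are filed as inactive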
S1P3 ag: S1P3 (human) receptor agonism. Q99500. S1P3 NFAT-BLA reporter cells, FRET ratio; relative to 1 µM S1P, basal subtracted. activation, % at 4.5 µM. 60,000 tested, 0.1% active;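 active means activation above the screen-wide mean plus 3 SD, cut at about 4.5% in these data, passing the limit was not always enough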; further: some compounds called inactive have numbers as strong as hits
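Assay system: CHO cells stably expressing human S1P3, Gα16 and NFAT-β-lactamase reporter. Timing: overnight plating, 4 h compound 37 °C, 2 h substrate RT. Signal: β-lactamase FRET emission ratio 460/535 nm. Measure: percent activation versus median 1 µM S1P response, basal-subtracted, per plate. Repeats: primary screen single test, confirmation screen in triplicate.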
5HT1a antag: antagonists of human 5-HT1a serotonin receptor; inhibition, % at 10 µM; CHO 5-HT1a Ga15 NFAT-bla reporter, antagonist mode; AID 612; P08908; 62,000 tested, 0.68% active;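 active means inhibition above the mean of all tested compounds plus 3 SD, cut at about 43% in these data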;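 further: receptor stimulated by 5-CT agonist at 100 nM near EC80; beta-lactamase reporter measured by ratiometric fluorescence of a cleavable substrate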
Target sequence (P08908 whole entry, looked up): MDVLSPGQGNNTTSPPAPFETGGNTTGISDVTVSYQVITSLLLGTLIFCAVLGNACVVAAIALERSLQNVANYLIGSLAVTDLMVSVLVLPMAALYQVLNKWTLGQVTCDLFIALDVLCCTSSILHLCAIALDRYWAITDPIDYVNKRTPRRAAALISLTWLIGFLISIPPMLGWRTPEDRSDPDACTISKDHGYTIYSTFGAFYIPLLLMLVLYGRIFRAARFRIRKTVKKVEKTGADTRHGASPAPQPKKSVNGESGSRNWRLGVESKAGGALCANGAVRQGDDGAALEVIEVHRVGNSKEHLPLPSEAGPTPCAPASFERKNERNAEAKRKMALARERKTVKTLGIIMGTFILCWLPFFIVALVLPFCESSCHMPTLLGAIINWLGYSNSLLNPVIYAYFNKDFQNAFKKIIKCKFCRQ
HTR1E antagonist: antagonists of human 5-HT1E serotonin receptor | CHO 5-HT1E Ga15 NFAT-bla reporter, FRET, antagonist | inhibition, % at 6 µM | 65,000 tested, 0.99% active;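 active means inhibition above a set limit, the mean inhibition across every tested compound plus 3 SD, cut at about 29% in these data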;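 further: signal is the 460 over 535 nm emission ratio of beta-lactamase substrate; 0% = agonist plus DMSO wells and 100% = wells without agonist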
Target sequence (P28566 whole entry, looked up): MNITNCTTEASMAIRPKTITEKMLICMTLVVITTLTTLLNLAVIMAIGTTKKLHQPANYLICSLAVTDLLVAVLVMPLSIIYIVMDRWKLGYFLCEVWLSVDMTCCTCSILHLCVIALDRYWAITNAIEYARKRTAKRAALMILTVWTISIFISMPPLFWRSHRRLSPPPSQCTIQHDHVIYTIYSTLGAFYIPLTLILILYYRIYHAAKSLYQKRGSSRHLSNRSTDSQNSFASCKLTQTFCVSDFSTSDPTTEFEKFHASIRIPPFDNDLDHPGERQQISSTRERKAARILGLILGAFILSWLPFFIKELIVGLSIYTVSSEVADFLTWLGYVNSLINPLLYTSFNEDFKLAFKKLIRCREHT
HEK293 NFkB inh: lowers PMA/ionomycin-induced NF-kB signal in HEK293 cells | HEK-293 NF-kB luciferase reporter, luminescence | inhibition, % at 3 µM | 62,000 tested, 0.21% active | AID 465;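 active means inhibition above the mean of all tested compounds plus 3 SD, cut at about 40% in these data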;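 further: 0% = stimulated DMSO wells and 100% = 10 µM reference inhibitor 5653914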
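System: NF-kB luciferase reporter HEK-293 cells | Replication: Single test | Control set: DMSO vs reference inhibitor | Evaluation: % inhibition | Schedule: 1 h pretreatment, 16 h stimulation, 37 °C | Probe or stimulus: PMA with ionomycin | Compound dosing: One dose, 3 µM | Detection: Luciferase luminescence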
D1 allo mod: allosteric modulators of human D1 dopamine receptor | 58,000 tested, 5.9% active | P21728 | HEK293 D1, CRE-luciferase, dopamine EC30 potentiation; actives deviate in either direction | B-score at 10 µM;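 active means luminescence count or its row- and column-corrected plate score outside the 99.7% band of the plate's sample wells, on either side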
HTR1A agonist: agonists of human 5-HT1a serotonin receptor. CHO 5-HT1a Ga15 NFAT-bla reporter, FRET ratio; 0% basal, 100% maximal reference agonist. activation, % at 10 µM. 65,000 tested, 0.56% active. AID 567;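 active means activation above the screen-wide mean activation plus 3 SD, cut at about 19% in these data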;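 further: 0% = DMSO wells and 100% = 5-CT at EC100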
Jurkat viability: reduces viability or proliferation of Jurkat cells; 56,000 tested, 1.2% active; inhibition, % at 4 µM; AID 463; Jurkat E6.1 viability, ATP luminescence, 48 h;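 active means inhibition above the mean inhibition of all tested compounds plus 3 SD, cut at about 28% in these data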
HTR1E agonist: agonists of human 5-HT1E serotonin receptor | AID 574 | CHO 5-HT1E Ga15 NFAT-bla reporter, FRET; 0% DMSO wells, 100% control agonist wells | activation, % at 6 µM | 65,000 tested, 0.69% active;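 active means activation above a set limit, the screen-wide mean activation plus 3 SD, cut at about 8.5% in these data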;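 further: 100% = positive control agonist at 1 µM giving full maximal response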
Starred values were filed as active, the others as inactive; x = not tested or not shown. No enrichment for hits (roughly 8.3% active in at least one column).

SMILES	S1P1 ag-PAM	S1P3 ag	5HT1a antag	HTR1E antagonist	HEK293 NFkB inh	D1 allo mod	HTR1A agonist	Jurkat viability	HTR1E agonist
O=C1c2cccnc2C(=O)N1Cc1ccccc1	-3	-1.6	-1	-1	3	3.6	-3.3	5	0.4
COc1ccc(CC(=O)Nc2nc(C)cs2)cc1OC	18	0.1	9	18	2	3.9*	-2.2	37*	-0.9
CC(=O)n1nc2nc(C)cc(C)c2c1N	12	-0.8	-5	11	8	-0.61	0.9	-3	0.1
COCCn1c(SCC(=O)Nc2nnc(C)s2)nnc1-c1c[nH]c2ccccc12	1	-0.5	10	-1	18	0.3	-2.2	6	-0.6
COc1ccc(CNC(=O)CCc2nc(-c3ccccc3F)no2)c(OC)c1	-17	-1.3	3	4	11	-0.44	-1.9	0	-1.3
C=CCc1c(C)[nH]c(=S)c(C#N)c1C	1	0.7	-5	-2	17	1.2	-1.9	6	0.5
CCOC(=O)c1nnn(-c2nonc2N)c1-c1ccc(OC)cc1	-32	1.0	3	-5	6	11*	-4.0	4	-0.7
CCCS(=O)(=O)N1CCN(Cc2ccco2)CC1	-30	-0.7	0	14	2	-0.085	-2.6	8	-0.7
CCN1CCCC1CNC(=O)c1cc2c(=O)n(C)c3ccccc3c2n1C (stereo not drawn)	-14	-1.7	1	10	12	0.31	-0.2	2	0.6
CCOC(=O)c1ccc(NC(=O)CCC(CC)C(=O)O)cc1 (stereo not drawn)	6	-2.7	x	6	x	x	1.2	x	0.1
O=C(CCC(=O)N(c1cccc(F)c1)C(C(=O)NC1CCCC1)c1ccncc1)Nc1cccnc1 (stereo not drawn)	-12	-0.2	-14	-6	17	-1	0.1	-2	-0.1
O=C(Cn1c(=O)n(CC2CCCO2)c(=O)c2ccccc21)c1ccccc1 (stereo not drawn)	1	-0.4	3	7	20	-0.18	-0.8	2	0.2
COC(=O)c1cc(S(=O)(=O)N2CCOCC2)c(N2CCOCC2)cc1N1CCOCC1	-7	-0.5	x	-7	x	-0.16	-2.3	x	-0.7
CCn1c(CNc2ccccc2Cl)nnc1SCC(=O)NCc1ccccc1	-14	0.3	6	-8	6	-0.051	-1.3	4	1.0
COC(=O)C1(C(=O)OC)Sc2ccccc2C1=O	8	-0.2	-4	1	5	2	-0.2	0	1.0
CCOC(=O)C1CCN(CCC(=O)Nc2cccc(Cl)c2)CC1	0	-0.3	8	11	4	0.23	-1.5	2	0.4
O=C(CSc1ncc(-c2ccc(F)cc2)n1Cc1ccco1)Nc1ccc2c(c1)OCO2	7	0.1	13	6	-6	-1.1	-0.7	-5	-0.1
O=C(CCC(=O)c1cccs1)OCc1nc2ccccc2s1	6	-0.5	7	12	19	0.94	-2.4	7	-0.7
CCC(CC)c1nnc(NC(=O)c2c(-c3ccccc3)noc2C)s1	-17	0.1	0	4	7	1.2	-0.4	2	0.3
COc1ccc(COC(=O)c2n[nH]c3ccccc23)cc1F	-26	-0.3	-6	5	3	x	-1.4	0	1.1
CCNC(=O)CCCOc1ccc(Cl)cc1Cl	-11	-1.2	-4	-5	-1	-1.7	-4.2	3	-0.2
Cc1c(Cc2ccccc2)c(=O)oc2c(C)c(OCc3nn[nH]n3)ccc12	9	-0.6	-12	-3	3	-0.66	-0.3	-4	-0.7
O=C(CCC1CCCCC1=O)c1ccccc1 (stereo not drawn)	2	-0.4	9	2	15	-0.35	1.0	-15	0.1
CCOC(=O)C1=C(C)Nc2nc(SC)nn2C1c1ccc(C(=O)OC)cc1 (stereo not drawn)	-18	-0.8	-3	-2	5	4*	-3.3	-4	0.4
Cc1cc(C(=O)OCC(=O)N2CC(=O)Nc3ccccc32)no1	14	-0.7	11	5	6	-0.019	-1.1	-6	-1.0
O=C(O)CSc1nnc(-c2ccco2)o1	3	0.8	-6	3	-7	-0.71	2.4	-5	0.3
CCC(=O)Nc1ccc2nc(C3CC3)n(Cc3ccccc3)c(=O)c2c1	-3	0.2	2	3	-25	-0.12	-1.5	-11	-0.9
COC(=O)C(Cc1cnc[nH]1)NC(=O)C1CCC(=O)N1 (stereo not drawn)	-19	1.2	-4	2	13	-0.16	-1.7	-6	0.7
COCCNC(=O)c1ccc(CS(=O)(=O)c2ccc(C)cc2)o1	-7	-0.3	-5	2	12	0.26	-0.1	0	-0.5
Cc1ccc(C2/C(=C(/O)c3cnn(-c4ccccc4)c3C)C(=O)C(=O)N2CCN2CCOCC2)o1 (stereo not drawn)	-8	-5.6	x	27	x	0.06	3.5	x	-1.0
CCOc1ccc2[nH]c(C)c(CN(C)C)c(=O)c2c1	x	-1.0	2	3	5	-0.23	0.2	3	-0.1
Cc1ccc2c(c1)N(CCC(=O)NCc1ccco1)C(=O)CO2	-13	0.7	4	0	5	-0.037	-3.3	-4	-0.2
Cc1nnc(SCC(=O)NCc2ccco2)[nH]c1=O	-14	-0.3	-3	9	4	0.18	-2.2	-9	-0.9
CC(=O)Nc1ccc2[nH]c3ccccc3c2c1	-11	-0.4	0	6	13	-0.27	-0.1	4	-1.0
COc1ccc(-c2nc(CS(=O)(=O)CC(=O)Nc3ccc(Cl)cc3)c(C)o2)cc1	-1	-0.3	9	-1	18	x	0.1	9	0.3
COc1cc(CN2CCN(c3ccccc3F)CC2)cc(OC)c1O	x	0.2	4	2	12	-3.1	0.9	-4	14*
Cc1ccc(CNC(=O)c2ccccc2NS(C)(=O)=O)cc1	x	-1.3	-8	2	6	0.37	-1.7	-4	0.1
O=C1COc2ccc(C(=O)COC(=O)c3ccc4ccccc4n3)cc2N1	14	0.1	1	2	25	0.59	1.5	0	0.3
CCN(CCCNC(=O)C1CCN(S(=O)(=O)c2cnc[nH]2)CC1)c1ccccc1	-2	1.2	0	9	3	-1.4	-1.8	-6	-0.1
NCCCCCNC(=O)/C=N\O	-13	0.3	-14	-10	-5	-0.73	-3.3	-7	-0.7
CCN(c1cccc(C(F)(F)F)c1)S(=O)(=O)c1ccc2c(c1)CCN2C(=O)C1CC1	33	-1.6	28	13	-9	0.78	-0.7	17	-0.2
O=C(Nc1ccccc1C(=O)N1CCOCC1)c1noc2c1CCCC2	-54	2.5	-6	-3	12	0.21	-3.1	-5	0.3
Cc1nn2c3c(cnc2c1-c1ccc(Cl)cc1)C(=O)CC(c1ccco1)C3 (stereo not drawn)	8	0.5	-15	-2	0	x	-0.6	-9	0.9
CCOC(=O)c1ccc(N2C(=O)CC(N3CC(C)OC(C)C3)C2=O)cc1 (stereo not drawn)	x	0.0	14	-9	5	-0.098	-4.6	2	-1.4
CCN(CC)CCn1c2ccccc2c2cnc(N=CN(C)C)c(C#N)c21	-37	0.2	-23	-12	18	x	2.5	-5	1.1
COc1cc(NC(=O)C2CCCCC2)c(OC)cc1NC(=O)CN1CCCCC1	10	-0.3	0	0	14	0.089	1.1	-5	0.8
Cc1cc(C(=O)NCc2cccnc2)no1	-27	-0.3	-20	-4	0	0.47	-1.6	-4	0.5
O=C(CCCN1C(=O)CSc2ncccc21)N1CCN(c2cccc(C(F)(F)F)c2)CC1	25	-0.7	-10	-17	2	-0.85	0.3	5	2.2
Cc1csc2nc(CNS(=O)(=O)c3ccc4c(c3)OCCO4)cn12	1	-0.8	-12	9	15	0.17	-3.3	-4	0.0
O=C(COc1ccc(Cl)cc1Cl)NCc1ccco1	8	-0.2	-2	2	3	0.97	18	9	1.0
COc1cc(C2Nc3cc(Cl)c(S(N)(=O)=O)cc3S(=O)(=O)N2)cc(OC)c1OC (stereo not drawn)	9	-0.4	7	-1	13	0.94	-1.1	-7	0.7
COC(=O)c1cc(OC)c(OC)cc1NC(=O)Nc1ccccc1OC	-28	1.0	0	-12	9	0.78	-0.5	0	-0.3
CCOC(=O)c1c(NC(=O)CSc2nc3c(c(=O)n(C)c(=O)n3C)n2CC)sc(C)c1C	-54	-0.2	-2	0	4	1.3	-4.9	3	1.6
CC(NC(=O)c1ccc(N(C)C)cc1)C(c1cccs1)N1CCN(C)CC1 (stereo not drawn)	4	-0.6	-2	6	13	-0.48	-1.2	3	0.1
CCCn1c2c(c(O)c(C(=O)Nc3nc(C)cs3)c1=O)CCCC2	-10	-1.1	-1	2	0	0.029	-4.4	3	0.6
Nc1nc(CN2CCc3ccccc3C2)nc(Nc2ccccc2)n1	-2	-0.8	20	7	3	x	-2.5	-5	-0.7
CCCCn1c(=N)n(CC(=O)C(C)(C)C)c2ccccc21	-10	-0.4	14	-5	9	-0.43	0.2	-1	-0.2
CCOC(=O)c1sc(NC(=O)c2ccco2)nc1-c1ccccc1	-8	-0.2	16	26	18	-0.87	0.3	-5	1.2
Cc1cc2c(s1)CCCCC(=O)N2	-21	-0.7	-1	11	12	-0.17	-1.8	2	0.5
O=C(Nc1ccc(Cl)cc1)N(Cc1nnc2n1CCCCC2)c1ccccc1	0	-0.5	1	6	13	x	-3.4	-6	-0.6

Compound profiles, from the list above. Order of values: S1P1 ag-PAM, S1P3 ag, 5HT1a antag, HTR1E antagonist, HEK293 NFkB inh, D1 allo mod, HTR1A agonist, Jurkat viability, HTR1E agonist
Listed for CCOC(=O)c1sc(NC(=O)c2ccco2)nc1-c1ccccc1 = -8, -0.2, 16, 26, 18, -0.87, 0.3, -5, 1.2
Listed for CCN(CCCNC(=O)C1CCN(S(=O)(=O)c2cnc[nH]2)CC1)c1ccccc1 = -2, 1.2, 0, 9, 3, -1.4, -1.8, -6, -0.1
Listed for COc1cc(C2Nc3cc(Cl)c(S(N)(=O)=O)cc3S(=O)(=O)N2)cc(OC)c1OC (stereo not drawn) = 9, -0.4, 7, -1, 13, 0.94, -1.1, -7, 0.7

An excerpt from above in order of the HTR1E antagonist value, largest number first.
SMILES | HTR1E antagonist
Cc1csc2nc(CNS(=O)(=O)c3ccc4c(c3)OCCO4)cn12 | 9
O=C(COc1ccc(Cl)cc1Cl)NCc1ccco1 | 2
Cc1nn2c3c(cnc2c1-c1ccc(Cl)cc1)C(=O)CC(c1ccco1)C3 (stereo not drawn) | -2

Further structures
SMILES	S1P1 ag-PAM	S1P3 ag	5HT1a antag	HTR1E antagonist	HEK293 NFkB inh	D1 allo mod	HTR1A agonist	Jurkat viability	HTR1E agonist
CCCCn1nnnc1NCc1cccs1	x	-0.4	-11	2	-7	0.59	-2.1	0	-0.7
CC(=O)OCCNC(=O)c1cc2ccccc2oc1=O	-17	-1.2	-4	-1	8	0.21	1.5	-9	0.7
Cc1cc(C)nc(NC(=O)C(C)N2C(=O)c3ccccc3C2=O)n1 (stereo not drawn)	4	-0.7	-6	1	2	-0.43	1.1	-3	0.0
CC1C(=O)CC(c2ccccc2)N(C)C1c1ccccc1 (stereo not drawn)	2	4.0	12	3	9	x	-2.0	-1	0.4
CS(=O)(=O)c1ccc(-c2nn[nH]n2)cc1	-13	0.5	-3	-3	15	-0.62	-4.3	2	0.2
CC1(C)CC2(CCCN3C(=O)CSC32)CCS1 (stereo not drawn)	-3	-0.6	-3	7	-6	0.89	0.6	-7	-0.4
O=C(O)CCC(C(=O)O)n1c(O)c(C2=c3ccccc3=NC2=O)sc1=S (stereo not drawn)	7	-0.7	10	-7	17	-0.56	-4.9	5	-0.2

Compound activity from PubChem.
